Compound activity as filed in PubChem.
PHOSPHO1 inh – PubChem AID 1565. 290,000 compounds, 1.1% hits. inhibition, % at 13.3 µM. Phosphoethanolamine/phosphocholine phosphatase (Homo sapiens), Q8TCT1. recombinant PHOSPHO1, absorbance phosphatase assay; in the data active means inhibition above about 60%
IDE inh – human IDE inhibitors in live cells, primary screen, fluorescence polarization, HEK cells, FAbetaB substrate. Insulin-degrading enzyme (Homo sapiens), P14735. FAbetaB cleavage. inhibition, % at 5.59 µM. 320,000 compounds, 0.41% hits;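 active means percent inhibition above the average of all tested compounds plus 3 SD, set per screening campaign, cut at about 16% in these data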;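 further: IDE supplied by intact live HEK cells; FP after avidin binding of uncleaved biotin substrate so inhibition keeps polarization high; 0% = DMSO wells and 100% = 60 µM reference IDE inhibitor Ii1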
Target sequence (P14735 whole entry, looked up): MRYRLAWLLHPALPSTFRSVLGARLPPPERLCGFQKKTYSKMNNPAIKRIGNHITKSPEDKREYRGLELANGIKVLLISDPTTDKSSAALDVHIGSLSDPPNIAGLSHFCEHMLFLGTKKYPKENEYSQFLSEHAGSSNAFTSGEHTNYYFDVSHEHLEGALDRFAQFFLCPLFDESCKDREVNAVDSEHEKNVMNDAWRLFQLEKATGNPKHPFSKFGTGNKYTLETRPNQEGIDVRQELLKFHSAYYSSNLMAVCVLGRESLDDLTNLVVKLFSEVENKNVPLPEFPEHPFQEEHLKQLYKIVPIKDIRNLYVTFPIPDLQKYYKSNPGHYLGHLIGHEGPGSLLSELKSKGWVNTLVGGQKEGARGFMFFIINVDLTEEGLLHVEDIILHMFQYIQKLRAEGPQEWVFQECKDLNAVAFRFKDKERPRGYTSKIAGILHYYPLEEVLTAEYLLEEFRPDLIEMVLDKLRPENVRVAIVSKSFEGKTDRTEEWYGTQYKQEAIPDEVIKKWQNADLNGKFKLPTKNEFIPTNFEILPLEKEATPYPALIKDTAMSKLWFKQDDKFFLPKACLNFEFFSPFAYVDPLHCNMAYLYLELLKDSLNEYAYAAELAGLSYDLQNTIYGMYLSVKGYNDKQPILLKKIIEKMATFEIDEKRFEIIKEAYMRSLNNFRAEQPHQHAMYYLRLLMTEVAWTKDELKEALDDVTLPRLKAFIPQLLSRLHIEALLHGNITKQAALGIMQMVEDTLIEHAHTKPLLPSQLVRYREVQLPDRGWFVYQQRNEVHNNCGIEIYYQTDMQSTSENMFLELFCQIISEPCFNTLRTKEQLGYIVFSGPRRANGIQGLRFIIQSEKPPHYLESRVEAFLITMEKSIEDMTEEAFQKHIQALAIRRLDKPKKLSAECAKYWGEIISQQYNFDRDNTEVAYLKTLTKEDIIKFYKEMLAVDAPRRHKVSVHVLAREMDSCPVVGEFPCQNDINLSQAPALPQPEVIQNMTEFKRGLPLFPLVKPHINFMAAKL
MEKK3 PB1 HTS – modulators of MEKK3-MEK5 PB1 binding, primary screen, biochemical, wildtype MEKK3, multiplex bead flow cytometry, Alexa488-MEK5; Mitogen-activated protein kinase kinase kinase 3 (Homo sapiens), Q99759; bead-based flow cytometry, Alexa488-MEK5 binding to MEKK3; actives lie on both sides; 0 = blocked by unlabeled MEK5, 100 = vehicle; binding response (% of control), % at 10 µM; 290,000 compounds, 1.4% hits; AID 1529, 2009;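 active means binding response more than 3 SD above or below the average of its plate-row segment, actives on both sides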;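 further: Alexa488 bead fluorescence after subtracting the streptavidin-only scavenger bead signal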
M4 PAM – human M4 muscarinic receptor positive allosteric modulators, primary screen, CHO-K1 cells, Fluo-8 calcium fluorescence; Muscarinic acetylcholine receptor M4 (Homo sapiens), P08173; activation, % at 3 µM; CHO-K1 hM4/Gqi5, ACh EC20; 0% = ACh EC20, 100% = maximal ACh; 360,000 compounds, 0.4% hits;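 active means activation above its plate's cutoff, the mean activation of sample wells plus 3 SD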; further: some results filed as inactive read as strong as hits
GalR3 antag – GalR3 antagonists in HEK293 cells, primary screen, cell-based, fluorescence readout; Galanin receptor type 3 (Homo sapiens), O60755; HEK293 GalR3-CNG cAMP membrane potential fluorescence; galR3 body fused to GalR1 C-terminus; inhibition, % at 3 µM; 360,000 compounds, 0.44% hits;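 active means inhibition above the screen-wide average plus 3 SD, cut at about 13% in these data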;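 further: forskolin and galanin both at EC90 stimulate the cells; cAMP rise reported by CNG channel membrane potential dye signal; 0% = forskolin plus galanin with DMSO and 100% = forskolin alone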
CRFBP-R2 agonist – agonists of CRF-BP/CRF-R2 complex, primary screen, cell-based, HEK293, calcium dye fluorescence, uHTS | activation, % at 13.2 µM | calcium dye fluorescence (FLIPR); percent of saturating CRF peptide response | 350,000 compounds, 0.46% hits | AID 588473, 2011 | CRF-binding protein / CRF receptor 2 complex (human);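 active means activation of at least 50%, plus an integration ratio under a set limit after plate pattern correction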;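 further: plate controls were neutral control wells without compound for no effect and CRF at EC100 for full effect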
pCIP destab – p/CIP-EGFP fusion destabilizers, primary screen, fluorescence, F442A cells. 16 h. decrease of EGFP signal, % at 10 µM. Q05BA5. 290,000 compounds, 0.01% hits;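 active means EGFP signal decrease of at least 30% at 10 µM or well 3 SD below plate mean, unless failing retest; inactive means the rest, including hits failing retest or dose response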; further: some compounds called inactive have numbers as strong as hits; many of its hits are not listed in these tables
IDE act – human IDE activators in live cells, primary screen, fluorescence polarization, HEK cells, FAbeta-B substrate | Insulin-degrading enzyme (Homo sapiens), P14735 | FAbeta-B cleavage; 0% vehicle, 100% cell-free pure enzyme wells | activation, % at 5.96 µM | 340,000 compounds, 0.073% hits | AID 493087, 2011;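 active means activation above the mean of all tested compounds plus 3 SD, set per screening campaign, cut at about 17% in these data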
CRFR2-BP antag – antagonists of CRF-BP/CRF-R2 complex, primary screen, cell-based, HEK293, calcium dye fluorescence, uHTS; CRF-induced calcium fluorescence; 350,000 compounds, 0.59% hits; AID 588475, 2011; inhibition, % at 11.8 µM;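 active means inhibition of the ligand-induced calcium signal above about 50% at the single tested concentration, limit read from the data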
* marks the source's active call; other numbers are inactive results; x = no result given.

SMILES	PHOSPHO1 inh	IDE inh	MEKK3 PB1 HTS	M4 PAM	GalR3 antag	CRFBP-R2 agonist	pCIP destab	IDE act	CRFR2-BP antag
CCN(CC)CCN(C(=O)/C=C/c1cccs1)c1nc2ccc(C)cc2s1	49	-5	105	3	-11	5.4	-6	3	-41
OCCC1CN(Cc2cnc(-c3ccc(Cl)cc3)nc2)CCN1C1CCCCC1 (stereo unspecified)	19	-1	98	-25	83*	3.4	-6	5	-2
COCCn1c(SCC(=O)Nc2cccc(OC)c2)nnc1-c1ccccc1	-7	-1	80	-8	-2	-7.7	-20	1	7
COc1cc(Cl)c(C)cc1NC(=O)c1ccc2c(SCC(=O)O)c3c(nc2c1)CCCC3	-5	3	108	9	-3	0.2	7	-1	5
CCc1cccc(CC)c1NC(=O)CO/N=C(\N)CC(=O)NC1CCCCC1	32	1	100	1	0	1.4	-11	1	-4
Cc1nn2c(NCc3cccnc3)c3c(nc2c1-c1ccccc1)CCC3	37	6	103	-4	-2	-2.4	3	1	9
COc1ccc(Cl)c(NC(=O)Nc2c(C)n(-c3ccccc3)c(=O)n2C)c1	-50	2	112	6	0	1.6	39	5	7
c1cnc(-c2noc(CN3CCN(C4C5CC6CC(C5)CC4C6)CC3)n2)cn1 (stereo unspecified)	32	-5	103	-6	-1	0.7	-9	5	-2
CC(C(=O)NC1CCCCCC1)c1ccc([N+](=O)[O-])cc1 (stereo unspecified)	8	4	104	-1	-5	0.2	6	4	7
N#Cc1cc2c(nc1SCc1ccccc1)CCCCC2	-1	0	104	-8	-2	3.2	1	2	15
C=C1C[C@@]23CCC4[C@@](C)(CCC[C@@]4(C)C(=O)OC)C2CC[C@]1(OC(C)=O)C3 (stereo partly specified)	x	-3	x	13	-6	2.6	x	4	-16
O=C(CN1CCN(C(=O)c2cccc(F)c2)CC1)NC1CCCCC1	-18	0	100	x	2	0.2	-10	x	-4
O=C(CN1C(=O)c2ccccc2C1=O)Nc1nc(-c2cccc([N+](=O)[O-])c2)cs1	-2	0	x	x	-8	x	-6	x	x
COc1ccccc1NC(=O)c1ccc(-n2cccn2)nc1	40	7	99	-5	1	-0.1	-7	3	10
O=C(CN1C(=O)c2ccccc2C1=O)Nc1ccccc1C(F)(F)F	24	1	99	6	-1	-0.7	13	7	5
O=C(NCc1ccco1)C1CCN(S(=O)(=O)c2cccc3cccnc23)CC1	13	1	108	-3	3	-0.5	-9	5	14
Cc1ccc(OCC(=O)N2CCCCCC2)c(C)c1	16	2	94	3	-8	-2.3	-8	1	-3
O=C(COc1ccc2ccc(=O)oc2c1)N1CCc2ccccc21	28	11	109	2	0	-2.3	6	-3	-3
O=C(NNC(=O)C1CC(c2cccnc2)=NO1)Nc1ccccc1F (stereo unspecified)	65*	3	105	0	-9	-0.5	0	2	2
CCCCN(C(=O)Nc1ccc(Cl)cc1)C1CCN(C(C)=O)CC1	11	-1	102	1	-5	4.6	-9	4	9
COc1ccc(-c2ccc3c(c2)S(=O)(=O)c2cccc(C(=O)O)c2C3=O)cc1OC	x	6	x	9	-7	-1.9	x	1	-2
Cc1ccc(NC(=O)C2CC(O)CN2C(=O)OCc2ccccc2)cc1C (stereo unspecified)	x	x	101	-4	-4	0.4	2	-5	-7
O=C1N(Nc2ccccc2)C(c2ccc(Br)cc2)C12CCCC2 (stereo unspecified)	10	2	105	1	-2	0.3	-6	4	-22
C[C@H](OC(=O)n1ccnc1)[C@@H]1O[C@@]2(C)CCC[C@@H]1O2	x	-1	x	14	-5	-0.8	x	-2	-4
O=C(OC1CCCCC1=O)c1cccc(S(=O)(=O)N2CCCCC2)c1 (stereo unspecified)	x	1	x	12	0	-0.7	x	3	9

No new results follow: an excerpt of the list.
SMILES	PHOSPHO1 inh	IDE inh	MEKK3 PB1 HTS	M4 PAM	GalR3 antag	CRFBP-R2 agonist	pCIP destab	IDE act	CRFR2-BP antag
CCN(CC)CCN(C(=O)/C=C/c1cccs1)c1nc2ccc(C)cc2s1	49	-5	105	3	-11	5.4	-6	3	-41
OCCC1CN(Cc2cnc(-c3ccc(Cl)cc3)nc2)CCN1C1CCCCC1 (stereo unspecified)	19	-1	98	-25	83*	3.4	-6	5	-2
COCCn1c(SCC(=O)Nc2cccc(OC)c2)nnc1-c1ccccc1	-7	-1	80	-8	-2	-7.7	-20	1	7
COc1cc(Cl)c(C)cc1NC(=O)c1ccc2c(SCC(=O)O)c3c(nc2c1)CCCC3	-5	3	108	9	-3	0.2	7	-1	5

(listing goes on)
SMILES	PHOSPHO1 inh	IDE inh	MEKK3 PB1 HTS	M4 PAM	GalR3 antag	CRFBP-R2 agonist	pCIP destab	IDE act	CRFR2-BP antag
COc1cc(C(=O)Nc2ccc(-n3cnnn3)c(C)c2)cc(OC)c1OC	20	3	102	0	-6	-0.8	6	4	-2
COc1ccc(CCN=C(NS(=O)(=O)c2ccccc2)c2ccccc2)cc1OC	32	6	98	6	-1	-1.1	1	1	-2
OC(COc1ccc(Cl)cc1)CN1CCC(Cc2ccccc2)CC1 (stereo unspecified)	-47	0	100	-10	-2	7.8	-7	-5	-26
Cc1nc2c3ccccc3n(CC#N)c(=O)n2n1	9	5	94	-6	5	3.5	-15	3	14
Cc1onc(-c2c(Cl)cccc2Cl)c1C(=O)N/N=C(\N)COc1ccc(Cl)cc1	-4	5	99	25	-3	-2.2	-11	-5	-1
CC(=O)N1Cc2[nH]c3ccccc3c2CC1C(=O)O (stereo unspecified)	-12	x	104	-8	-9	-2.4	-2	-2	13
O=S(=O)(/N=C(/Nc1ccc(Cl)c(S(=O)(=O)N2CCOCC2)c1)c1ccc(F)cc1)c1ccccc1	32	10	99	-11	-4	2.7	9	1	7
O=C1c2ccccc2C(=O)N1CCCCN(C(=O)c1cc([N+](=O)[O-])ccc1Cl)c1ccc(Cl)cc1	-9	5	100	-12	6	-0.7	6	-1	-14
COc1ccccc1CNC(=O)CCn1c(=O)sc2ccccc21	-7	2	107	6	0	-1.6	-10	-5	10
CCn1c(SCC(=O)N2CCCCC2C)nc2ccsc2c1=O (stereo unspecified)	13	4	105	19	-4	-0.7	-3	1	-2
CC(Sc1nc(-c2ccccc2)c(-c2ccccc2)[nH]1)C(=O)NCC1CCCO1 (stereo unspecified)	x	x	x	13	-5	-1.2	x	x	11
CCn1c(SCC(=O)Nc2nc(C)cs2)nnc1-c1ccncc1	46	-7	106	1	-12	-0.9	-6	4	1
CCc1nn(CC(=O)NCCCc2ccccc2)c(=O)c2cc3cc(F)ccc3n12	18	2	93	7	x	0.5	-3	-1	-5
C=CCn1c(C)cc(C(=O)COc2ccc(N(C)S(=O)(=O)c3ccc(NC(C)=O)cc3)cc2)c1C	x	2	x	-8	-3	0.5	x	-3	1
C/C(=N\OC(=O)c1cccc(C(F)(F)F)c1)c1sc(-c2ccccc2)nc1C	14	-5	x	2	0	2.9	-7	0	-5
CN1CCN(C(=O)c2c(O)c3cccc4c3n(c2=O)CC4)CC1	15	3	96	9	-3	4.4	-23	-4	11
Cn1c(=O)oc2cc(S(=O)(=O)N3CCCC(C(=O)Nc4ccc5c(c4)OCCO5)C3)ccc21 (stereo unspecified)	15	0	108	-4	1	2.6	-10	-2	3
COc1ccc(S(=O)(=O)N2CCCCCC2)cc1NC(=O)Cc1cc(OC)c(OC)c(OC)c1	-15	3	102	2	-3	-1.7	-4	3	7
CC1(C)Cc2c(cnn2-c2ccc(F)cc2)C(NC(=O)CN2CCCC2=O)C1 (stereo unspecified)	12	0	102	7	0	-0.4	12	9	-12
CCOC(=O)c1c(NC(C)=O)sc(/C(C)=N/Nc2ccc(C(=O)O)cc2)c1C	37	-3	102	-1	-4	0.3	8	0	10
CCCc1cc(-c2[nH]ncc2-c2ccc(C(=O)OCC)o2)c(O)cc1O	29	-1	109	-5	31*	-0.8	-16	2	-13
N#Cc1cn(Cc2ccccc2)c2ccccc12	17	6	105	3	2	-2.2	-3	7	14
CCCc1cc(=O)[nH]c(SCC(=O)N(CCC#N)c2ccc3c(c2)OCCO3)n1	x	x	x	5	-2	-1.4	x	1	98*
CCOC(=O)N1CCN(CCC(=O)Nc2ccc(OC(F)(F)F)cc2)CC1	-7	2	101	2	-6	-1.0	4	2	-4
COCCN1CCn2c(nc3cc(NC(=O)c4ccc(OC)cc4)ccc32)C1	6	4	93	12	1	4.0	-5	-6	2
(further entries)
SMILES	PHOSPHO1 inh	IDE inh	MEKK3 PB1 HTS	M4 PAM	GalR3 antag	CRFBP-R2 agonist	pCIP destab	IDE act	CRFR2-BP antag
Cn1c(=S)c2[nH]c(SCC3CCCO3)nc2n(C)c1=O (stereo unspecified)	x	x	x	3	-3	-0.8	x	3	-10
Cc1ccc(NC(=S)Nc2cccc3ccccc23)cc1	48	4	105	4	1	0.5	3	-9	-5
O=C(COC(=O)c1ccc(Br)o1)Nc1ccc2[nH]c(=O)[nH]c2c1	x	-2	x	-4	-6	4.9	x	1	11
O=C(CCC1CCCN(C(=O)CCC(F)(F)F)C1)NCc1ccc(F)c(F)c1 (stereo unspecified)	53	-2	104	1	-2	14	-17	1	-50
Cc1ccc(CCNC(=O)c2cc(S(=O)(=O)N3CCCC3)cn2C)cc1	44	1	100	-3	x	-1.1	3	6	-8
CC1CCCCC1NC(=O)CN1C(=O)NC(C)(c2cccc(Br)c2)C1=O (stereo unspecified)	x	-1	x	1	-2	-2.6	x	3	-9
CCOc1ccccc1Nc1ccc(C(=O)O)cc1NC(C)=O	12	-3	79	1	1	-1.6	-6	1	6
COc1ccc(CC(=O)OCC(=O)Nc2cc(S(=O)(=O)N3CCOCC3)ccc2N2CCCC2)cc1	36	9	102	2	-5	-2.6	-1	5	-2
Cc1ccc(-c2noc(CCCC(=O)Nc3cccnc3)n2)cc1	-8	3	113	-4	-9	-0.3	-16	-3	3
Cc1cc(C)cc(NC(=S)N2CCN(C(=O)c3ccco3)CC2)c1	21	2	100	2	-1	-3.0	-4	-3	1
COc1cc(OC)cc(C(=O)N2CCN(S(C)(=O)=O)CC2)c1	-26	2	93	28*	-4	0.2	-12	1	3
C=CCNC(=S)NNC(=O)c1ccc([N+](=O)[O-])cc1	-10	4	103	-2	-1	0.2	-2	1	-2
O=C(Nc1ccc(N2CCCCC2)c(C(=O)O)c1)c1ccco1	14	-1	105	2	0	-5.2	-7	4	-5
COCCn1c(=NC(=O)c2cccs2)sc2cc(NC(C)=O)ccc21	-11	-2	106	1	0	-0.2	-9	0	-13
C[C@H](O)[C@@H]1C(=O)N2CCc3c([nH]c4ccccc34)[C@@H]2C[C@@H]1N(C)C(=O)Nc1ccccc1	x	x	x	-4	-7	25	x	x	-18
CCOC(=O)Cn1c2ccccc2n2nc(CCC(=O)O)c(=O)nc12	46	-2	113	6	-7	4.6	-8	1	-18
CCNC(=S)N1CCC(NC(=O)c2ccco2)CC1	10	2	98	7	0	-1.2	-5	6	1
O=C(Cn1ncc2c(=O)oc3ccccc3c21)NCCc1ccsc1	-34	2	108	-6	x	-0.6	-4	-1	-9
Cc1ccccc1S(=O)(=O)Cc1ccc(C(=O)N2CCN(c3ccc(F)cc3)CC2)o1	16	4	103	-15	-6	-0.5	1	-1	20
